XiGFP reactiv: X-chromosome reactivation activator. XiGFP mouse fibroblasts, % GFP-positive cells imaging, 3 d; cells co-treated with 5-aza-dC sensitizer; scaled so ellipticine positive control = 100%. activation, % at 7.58 µM. actives 0.055% (n = 360,000). AID 743238;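 active = mean normalized replicate activation at least 10% and every replicate at or above 10%; inconclusive = only one of the two criteria met; inactive = mean below 10% and not all replicates reach 10%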;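 note: 0% = median of on-plate neutral control wells and 100% = ellipticine 6 µM median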
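System: 68-5-11 XiGFP fibroblast line; Timing: 3 days compound exposure; Compound dosing: one concentration, pinned; Benchmarks: positive control ellipticine, 6 µM final; Buffer or medium: DMEM containing 5-aza-dC.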
S100A4 MyoIIA: S100A4-myosin IIA interaction inhibition; S100A4/TAMRA-MyoIIA peptide fluorescence polarization; AID 652163; actives 0.14% (n = 360,000); P26447; inhibition, % at 10.7 µM;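 active = mean inhibition of at least 70% across replicates, with every replicate also reaching that level; inconclusive = mean inhibition reaches 70% but some replicates fall short; inactive = mean inhibition below 70%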
Target sequence (P26447 whole entry, looked up): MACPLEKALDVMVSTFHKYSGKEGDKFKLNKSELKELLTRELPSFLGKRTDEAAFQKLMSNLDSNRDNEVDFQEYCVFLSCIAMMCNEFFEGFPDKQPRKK
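Material: human S100A4 monomer with TAMRA-labelled myosin IIA peptide; buffer or medium: HEPES pH 7.2 with CaCl2, KCl, NaCl, DTT, Triton; compound dosing: one concentration per compound; schedule: 5 min incubation before reading; benchmarks: neutral control DMSO, positive control TFP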
E-sel inducer: induces E-selectin expression in human endothelial cells; HUVEC E-selectin immunofluorescence imaging; normalized: neutral wells 0, TNF-alpha wells 100; activation, % at 7.58 µM; actives 0.37% (n = 260,000); AID 686992;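 active = mean E-selectin-positive cell signal at least 10% of the positive control, reached in at least 60% of replicates, without over 20% cell loss; inconclusive = no rule given, readout overlaps actives, possibly toxicity-flagged; inactive = the rest, including those meeting only one limit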;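 note: in these data hits start at about 27%; measured in HUVEC primary endothelial cells; signal is the percent of cells scored E-selectin positive by PE staining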
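Test system: HUVEC | Signal: Immunofluorescence imaging | Read-out: Percent E-selectin-positive cells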
RAD54 branch: RAD54 (human) branch migration inhibition; RAD54 Holliday junction branch migration, FAM/BHQ fluorescence; inhibition, % at 10.4 µM; actives 0.14% (n = 360,000); Q92698;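 active = mean normalized replicate activity at least 40 and at least half of replicates scoring 40 or more; inconclusive = only one of the two criteria met; inactive = mean below 40 and under half of replicates reaching 40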;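 note: 0% = median of neutral control wells and 100% = median of positive control wells; inhibitors cause a drop in the FAM fluorescence signal; in these data hits start at about 50%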
Target sequence (Q92698 whole entry, looked up): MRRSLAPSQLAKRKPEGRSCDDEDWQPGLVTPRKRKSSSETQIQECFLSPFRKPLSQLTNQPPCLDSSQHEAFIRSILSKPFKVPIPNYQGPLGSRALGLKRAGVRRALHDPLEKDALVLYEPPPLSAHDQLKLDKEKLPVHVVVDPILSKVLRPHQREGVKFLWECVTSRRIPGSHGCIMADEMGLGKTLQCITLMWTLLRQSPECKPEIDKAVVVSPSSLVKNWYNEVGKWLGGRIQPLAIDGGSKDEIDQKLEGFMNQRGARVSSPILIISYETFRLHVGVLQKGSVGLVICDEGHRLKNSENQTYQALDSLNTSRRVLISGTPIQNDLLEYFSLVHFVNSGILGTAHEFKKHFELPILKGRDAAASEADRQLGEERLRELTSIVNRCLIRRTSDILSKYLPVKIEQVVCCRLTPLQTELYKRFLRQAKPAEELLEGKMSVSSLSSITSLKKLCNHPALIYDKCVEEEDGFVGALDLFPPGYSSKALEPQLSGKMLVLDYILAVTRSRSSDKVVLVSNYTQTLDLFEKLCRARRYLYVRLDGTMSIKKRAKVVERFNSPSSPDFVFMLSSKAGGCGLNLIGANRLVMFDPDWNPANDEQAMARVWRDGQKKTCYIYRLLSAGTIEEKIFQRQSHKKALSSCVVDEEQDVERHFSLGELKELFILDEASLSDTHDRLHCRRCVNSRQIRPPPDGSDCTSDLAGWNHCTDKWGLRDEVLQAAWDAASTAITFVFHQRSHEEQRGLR
esBAF inh: inhibitors of esBAF chromatin remodeling in mouse ES cells; Bmi1-luciferase knock-in reporter, 24 h; 100% = twice the neutral-well signal; reporter increase, % at 12.5 µM; actives 2% (n = 350,000); in the data active = activation above about 40%; inconclusive = no clear call, values can overlap the other calls;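 note: 0% = median of the plate's neutral control wells and 100% = double that signal; a rise in the Bmi1 reporter signal indicates esBAF inhibition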
FN deposition inh: fibronectin deposition inhibition | inhibition, % at 12.6 µM | AH1F fibroblasts, Alexa488-fibronectin deposition fluorescence, overnight | actives 0.086% (n = 350,000);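 active = mean inhibition across replicates of 30% or more, regardless of how many single replicates reach that level; inconclusive = mean under 30% yet at least half of replicates reach 30%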;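 note: positive control wells lacked labelled fibronectin entirely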
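Material: AH1F fibroblasts assembling fluorescent fibronectin matrix; amount: 10000 AH1F cells/well; medium: DMEM, 2% serum; reagent: Alexa488-fibronectin, 24 nM final in well; dosing: single compound dose, delivered by pin transfer; incubation: 1 h adhesion, overnight exposure; detection: fluorescence after three HBSS washes, excitation 485 nm, emission 525 nm; measure: fibronectin deposition inhibition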
EWS-Fli inh: EWS/Fli transcriptional activity inhibition | inhibition, % at 12.6 µM | actives 0.67% (n = 350,000) | A673 NR0B1-luciferase reporter, viability-normalised;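 active = mean inhibition of at least 50% after viability correction, with every replicate also passing that limit; inconclusive = mean reaches 50% but only one of two replicates passes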;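 note: firefly luciferase signal divided by Alamar Blue viability fluorescence both relative to DMSO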
RAD52 anneal inh: inhibitors of human RAD52 DNA annealing | P43351 | actives 0.46% (n = 360,000) | recombinant RAD52 DNA annealing, FRET fluorescence | inhibition, % at 18.7 µM;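 active = every replicate showing at least 50% inhibition; inconclusive = mean inhibition at least 50% but not in every replicate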
Starred values were filed as active, the others as inactive; ? = inconclusive; / = no result given. The order is random; any-hit rate near 3%.

Sequence of screens – XiGFP reactiv, RAD54 branch, E-sel inducer, EWS-Fli inh, esBAF inh, S100A4 MyoIIA, FN deposition inh, RAD52 anneal inh
COCOc1cccc(CN2CCC2(C)C(=O)Nc2ccc3c(c2)OCO3)c1 (configuration not stated)
 : 0.3, -11, 0.1, -4, -5, -8, -2, 8
CCOC(=O)CC(NCc1ccc(OC)c(OCC)c1)c1ccc(C)cc1 (configuration not stated)
 : 0.3, /, 0.2, 1, /, 2, 1, 11
CN(C)c1cc[n+](CC(=O)Nc2cc(C(F)(F)F)ccc2Cl)cc1
 : /, 2, /, 2, -6, 10, /, -6
O=C(C[C@@H]1CC[C@@H]2[C@H](COC[C@H](O)CN2C(=O)c2ccncc2)O1)Nc1ccc(-c2ccccc2)cc1
 : 1.0, 2, 0.5, -11, 4, -16, 6, 15
O=C(Nc1ccccc1)N1CCCC(CNS(=O)(=O)Cc2ccccc2)C1 (configuration not stated)
 : 0.1, 3, /, -13, 4, -6, /, 4
COc1ccc(NC(=O)Nc2nnc(Cc3ccc(F)cc3)s2)cc1
 : -0.1, -32, /, -7, 21, 0, -11, -8
COc1ccc(S(=O)(=O)NNC(=O)Nc2ccc(C)cc2)c(OC)c1
 : 0.5, -2, -0.1, 0, -9, 2, 5, -12
CCN(CC)C(=O)CC(c1ccc2c(c1)OCO2)c1c(OC)cc(OC)c2ccc(=O)oc12 (configuration not stated)
 : 0.1, -23, 0.7, 4, 1, -1, 7, -39
CCOC(=O)C1=C(COC(=O)CCOc2ccc(C)cc2)NC(=O)NC1C (configuration not stated)
 : 0.0, 4, /, -9, /, 6, /, -4
C[C@H]1CN([C@@H](C)CO)C(=O)c2cc(NS(=O)(=O)c3cn(C)cn3)ccc2O[C@H]1CN(C)Cc1ccncc1
 : -1.2, -13, -4.6, 3, -2, -47, /, -12
CC(C)Nc1nnc(SCc2cc(=O)n3ccsc3n2)s1
 : 0.0, /, /, 1, /, -8, -2, -11
CCCC(=O)Nc1ccc2c(c1)C(=O)N(C)C[C@@H](OC)[C@H](C)CN(C(=O)CC)[C@H](C)CO2
 : 0.2, /, 0.4, -11, 3, /, -2, /
Cc1ccc(NC(=O)[C@H](Cc2ccccc2)NC(=O)[C@@H]2Cc3ccccc3CN2)c(C)c1
 : 0.0, 6, /, -8, 9, 2, -7, -18
O=C(CCc1c[nH]c2ccccc12)OCC(=O)N1CCN(S(=O)(=O)c2ccccc2)CC1
 : 0.5, 0, /, -3, 10, -1, 6, 0
COc1ccc(N(C(C)C(=O)N/N=C/c2cccnc2)S(C)(=O)=O)cc1 (configuration not stated)
 : 0.0, -6, /, 10, /, 0, 2, -9
CC(CCN1CCN(c2ccccn2)CC1)c1ccccc1 (configuration not stated)
 : 0.1, 9, -0.2, -13, 2, -9, 3, -8
CSc1cccc(N2CC(C(=O)NCCN3C(=O)S/C(=C\c4cccnc4)C3=O)CC2=O)c1 (configuration not stated)
 : 0.0, -6, 1.7, 5, -1, -1, 2, -5
Cn1c(=O)[nH]c(=O)c2c1nc1n2CCS1
 : 0.2, /, 0.1, -58, /, -4, 1, -6
COc1cc(C(CC(=O)Nc2cccc(C)n2)N2Cc3ccccc3C2=O)cc(OC)c1OC (configuration not stated)
 : 0.2, -1, -0.2, 5, 2, 4, 3, -16
CC(C)CC#Cc1ccc2c(c1)O[C@@H](CN(C)C(=O)C1CCOCC1)[C@@H](C)CN([C@@H](C)CO)S2(=O)=O
 : 2.2, -5, -0.1, -3, -5, -16, /, 8
COc1cc(CN2CCC(C(N)=O)CC2)ccc1OCc1ccccc1
 : 0.0, -2, /, -93, -6, 0, 3, -4
Cc1cc(C)c(Nc2ncccc2C(=O)O)c(C)c1
 : 0.0, /, /, 5, /, 0, 0, -3
Cc1nnc(SCC(=O)Nc2ccc(N3CCN(S(C)(=O)=O)CC3)cc2)o1
 : 0.5, 5, -0.3, -3, -6, -11, 8, -6
CCC(C)NC(=O)c1ccc(CNS(=O)(=O)c2ccc3c(c2)C(C)(C)C(=O)N3C)cc1 (configuration not stated)
 : 0.2, 0, -0.2, 3, 5, 4, 12, -87
CCOc1ccc(CC2NCCc3cc(OCC)c(OCC)cc32)cc1OCC (configuration not stated)
 : 0.0, -8, -0.2, 7, 12, 2, 2, -40
Cc1cc(C)c(OCC(=O)NCC2COc3ccccc3O2)c(C)c1 (configuration not stated)
 : 0.0, 1, -0.3, 0, -4, -1, 5, 5
COc1ccc(OCCN2CCC(C(=O)NC(c3ccc(C)cc3)c3ccccn3)CC2)cc1 (configuration not stated)
 : ?, 4, -0.1, 6, -7, -3, -6, -11
Cc1ccsc1CN(C)C(=O)CN1C(=O)NC2(CCCCC2C)C1=O (configuration not stated)
 : 0.1, 8, -0.1, -2, -1, -1, -3, -2
C[C@@H]1CN([C@H](C)CO)S(=O)(=O)c2ccc(C#CC3CC3)cc2O[C@H]1CN(C)Cc1cccnc1
 : -1.1, -7, 1.1, 3, -2, 7, /, 4
O=C(N=c1ccn(-c2nc3ccccc3nc2NS(=O)(=O)c2ccccc2)cc1)c1cccs1
 : 0.4, /, /, -12, /, 5, -2, -100
CCCCn1c(N)c(N(CCOC)C(=O)CN2C(=O)c3ccccc3C2=O)c(=O)[nH]c1=O
 : 0.2, 2, -4.1, -10, -6, -1, -1, -21
CCCc1cc(C(=O)Nc2ccc(OC)cc2[N+](=O)[O-])cs1
 : 0.0, -11, -0.2, /, 25, 0, -3, -53
COc1ccc(CNC(=O)CN(C)S(=O)(=O)c2ccc3c(c2)OCCO3)cc1OC
 : 0.1, /, /, 3, 2, 3, -2, -1
C[C@@H]1CCCCO[C@@H](CN(C)C)[C@@H](C)CN([C@@H](C)CO)C(=O)c2cc(N(C)C)ccc2O1
 : -0.2, -20, -0.1, -4, -4, 7, /, -12
CC(=O)c1cccc(OCC(=O)N(CCC2=CCCCC2)c2c(N)n(Cc3ccccc3)c(=O)[nH]c2=O)c1
 : 0.4, -1, -0.1, 7, 6, 6, 7, -19
CC(C)CN(C(=O)COc1ccc([N+](=O)[O-])cc1)c1c(N)n(CC(C)C)c(=O)[nH]c1=O
 : 0.0, -1, 0.2, 6, 0, 2, -22, -17
C=CCNC(=S)N1C[C@H]2CON(C)[C@H]2C[C@H]1c1ccccc1Br
 : 0.7, /, -0.1, -9, /, -6, -3, 3
CN1CCN(C(=O)CN2C(=O)COc3ccc(S(=O)(=O)N4CCOCC4)cc32)CC1
 : 0.0, -4, /, 6, -6, -1, 6, 2
COCCNC(=O)COc1cccc2c1OC(C)(C)C2
 : 0.0, /, 2.4, 8, /, -7, -7, 0
CCOC(=O)NC(=O)c1cn(C(CC)CO)c(=O)[nH]c1=O (configuration not stated)
 : 0.0, /, /, -5, /, -1, -11, -5

A draw from above in order of length of the SMILES, descending.
Sequence of screens – XiGFP reactiv, RAD54 branch, E-sel inducer, EWS-Fli inh, esBAF inh, S100A4 MyoIIA, FN deposition inh, RAD52 anneal inh
CCC(C)NC(=O)c1ccc(CNS(=O)(=O)c2ccc3c(c2)C(C)(C)C(=O)N3C)cc1 (configuration not stated)
 : 0.2, 0, -0.2, 3, 5, 4, 12, -87
CN1CCN(C(=O)CN2C(=O)COc3ccc(S(=O)(=O)N4CCOCC4)cc32)CC1
 : 0.0, -4, /, 6, -6, -1, 6, 2
CCCc1cc(C(=O)Nc2ccc(OC)cc2[N+](=O)[O-])cs1
 : 0.0, -11, -0.2, /, 25, 0, -3, -53

(more compounds)
Sequence of screens – XiGFP reactiv, RAD54 branch, E-sel inducer, EWS-Fli inh, esBAF inh, S100A4 MyoIIA, FN deposition inh, RAD52 anneal inh
Cc1nc(NCCc2ccccc2)c2nnn(Cc3ccccc3Cl)c2n1
 : 0.0, -9, /, 2, 3, -2, -4, -13
CCN(CC(=O)Nc1ccc2c(c1)OCCO2)C(=O)c1ccc(CS(C)(=O)=O)cc1
 : -0.1, -5, 0.5, -25, 18, 0, -1, -14
C[C@H](CO)N1C[C@H](C)[C@H](CN(C)S(=O)(=O)c2cccs2)Oc2ncc(-c3cccc(F)c3)cc2C1=O
 : 0.0, 2, 0.3, 12, 5, -3, 5, 17
COc1ccc(C2NC(=O)NC(C)=C2C(=O)OC2CCCCC2)cc1 (configuration not stated)
 : 0.1, -4, 0.0, -2, -7, 2, 25, -51
COc1cccc(CNc2ccc([N+](=O)[O-])cc2C)c1
 : 0.0, 0, -2.5, 5, 11, 6, -1, 10
C[C@@H]1CN([C@@H](C)CO)C(=O)c2cc(NC(=O)Cc3ccccc3)ccc2O[C@@H]1CN(C)Cc1ccncc1
 : 0.4, 0, -4.5, 3, 2, 2, /, 5
C[C@H](CO)N1C[C@H](C)[C@@H](CN(C)C(=O)Cc2ccncc2)Oc2ncc(C#Cc3ccccc3F)cc2C1=O
 : -0.3, 1, 0.3, -10, -1, 2, /, -44
CCOC(=O)C1(C(F)(F)F)N=C(c2cccnc2)OC(N2CCCCC2)=N1 (configuration not stated)
 : 0.0, -3, /, /, 1, /, 4, /
COc1ccccc1N1CCN(C(=S)Nc2ccc(S(=O)(=O)N3CCOCC3)cc2)CC1
 : 0.0, /, /, 7, /, 3, -27, -18
COC(=O)C[C@H]1C[C@H]2c3cc(NS(=O)(=O)c4ccc(F)cc4)ccc3O[C@H]2[C@H](CO)O1
 : 0.0, 10, -1.0, 4, 0, -2, -4, 22
C[C@H](O)[C@@H]1CN2CCc3c([nH]c4ccccc34)[C@@H]2C[C@@H]1N(C)C(=S)NCCc1ccccc1
 : 0.0, -381, 0.3, -8, 1, -13, /, -112
O=C(c1cccc(F)c1)N1CC[C@@H]2[C@H](CO)Nc3ccc(-c4ccccc4)cc3[C@@H]21
 : 0.1, /, 0.6, -2, /, -10, -3, -75
O=C(c1ccc(Nc2cccc(C(F)(F)F)c2)nc1)N1CCCC1
 : /, -11, /, /, 8, 1, /, 5
C[C@@H]1CCCCO[C@@H](CN(C)S(=O)(=O)c2cn(C)cn2)[C@@H](C)CN([C@@H](C)CO)C(=O)c2cc(N(C)C)ccc2O1
 : 0.1, -9, -0.3, -4, -21, 10, 6, -7
C=CCCC(=O)N1CCC(Oc2cccc(C(=O)NCc3ccccn3)c2)CC1
 : 0.1, -7, 0.5, -7, /, -7, 2, -15
COc1ccc(NC(=O)CN(C)C(=O)Cc2ccc3c(c2)CCC3)cc1
 : -0.1, 8, /, 2, 7, -1, 8, -6

Compound activity as filed in PubChem BioAssay.
